Source: PubChem BioAssay (several laboratories)
NSD2 inh = blocks human histone methyltransferase NSD2 | inhibition, % at 12.5 µM | 310,000 compounds, 0.54% hits | NSD2 peptide methylation, AlphaScreen, 120 min | O96028; in the data active means inhibition above about 50%
RTF Ca sens inh = cardiac RTF calcium desensitization; P19429+P45379; IANBD-labeled cardiac RTF, Ca2+ fluorescence; inhibition, % at 7.15 µM; 340,000 compounds, 0.12% hits;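 active means inhibition above the mean inhibition of all tested compounds plus 3 SD, cut at about 17% in these data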;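 further: assay run at fixed EC70 calcium of 1.6 mM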
DAGLB inhibitor = blocks human DAGLB lipase activity. HEK293T DAGLB membrane lysate, EnzChek fluorogenic substrate. inhibition, % at 5.17 µM. 340,000 compounds, 0.059% hits; in the data active means inhibition above about 34%;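 further: 0% = enzyme with vehicle and 100% = wells lacking enzyme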
Arrestin-AP2 inh = human beta-arrestin and AP2 interaction inhibition | inhibition, % at 10 µM | 340,000 compounds, 0.31% hits | FITC-arrestin peptide / GST-AP2 beads, flow cytometry; AP2 beta2 appendage carries R879A mutation;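 active means inhibition above a set limit, near 3 SD of compounds lacking own fluorescence, cut at about 54% in these data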;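 further: plate controls were DMSO wells for no effect and 5 µM unlabelled arrestin peptide for full effect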
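Material – AP2 appendage R879A on GSH beads · Buffer or medium – PBS with 0.05% Tween 20 and 0.1% BSA · Probe or stimulus – fluorescein-tagged arrestin peptide at 50 nM final · Incubation – compound with beads 12 min RT, then probe 1 h RT · Detection – high-throughput flow cytometry of beads, ex 488, em 535 nm · Evaluation – percent response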
CAL PDZ FP-1 = blocks peptide binding to human CAL PDZ domain | Q9HD26 | purified CAL PDZ, TMR-peptide fluorescence polarization, 1 h | inhibition, % at 20 µM | 330,000 compounds, 0.02% hits | AID 504414;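 active means highest replicate inhibition of at least 40%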;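 further: plate controls were DMSO neutral control wells for no effect and unlabeled competitor peptide control wells for full effect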
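System: tagged CAL PDZ domain. Schedule: 1 h room-temperature incubation prior to read. Signal: fluorescence polarization (mP). Measure: percent inhibition from loss of millipolarization.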
Keap1-Nrf2 PPI = Keap1-Nrf2 (human) interaction inhibition; 340,000 compounds, 0.15% hits; Q14145; Keap1 Kelch-Nrf2 peptide fluorescence polarization, 1536-well; inhibition, % at 9.4 µM; in the data active means inhibition above about 12%;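 further: human Keap1 Kelch domain with fluorescein labeled Nrf2 9mer peptide probe; 0% = neutral control wells and 100% = peptide positive control; higher means more block of Keap1 binding to Nrf2 peptide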
CAL PDZ FP-2 = inhibitors of human CAL PDZ peptide binding. 300,000 compounds, 0.92% hits. AID 602252. inhibition, % at 24.9 µM. Q9HD26. purified CAL PDZ, TMR-peptide fluorescence polarization, 1 h;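 active means mean inhibition of at least 30% with at least half of replicates also reaching 30%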;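 further: 0% = DMSO neutral control and 100% = excess unlabeled competitor peptide PRC23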
Pemphigus Ab inh = blocks pemphigus antibody binding to human desmoglein-3 | P32926 | DSG3-coupled beads, scFv-anti-DSG3-GFP binding, flow cytometry; active compounds read low | binding (percent of control), % at 10 µM | 310,000 compounds, 0.48% hits | AID 588358;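 active means binding more than 3 SD below its plate's average and above zero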;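 further: hits lower antibody fragment binding to DSG3; some compounds called inactive have numbers as strong as hits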
Target sequence (P32926 whole entry, looked up, the tested form may be a part): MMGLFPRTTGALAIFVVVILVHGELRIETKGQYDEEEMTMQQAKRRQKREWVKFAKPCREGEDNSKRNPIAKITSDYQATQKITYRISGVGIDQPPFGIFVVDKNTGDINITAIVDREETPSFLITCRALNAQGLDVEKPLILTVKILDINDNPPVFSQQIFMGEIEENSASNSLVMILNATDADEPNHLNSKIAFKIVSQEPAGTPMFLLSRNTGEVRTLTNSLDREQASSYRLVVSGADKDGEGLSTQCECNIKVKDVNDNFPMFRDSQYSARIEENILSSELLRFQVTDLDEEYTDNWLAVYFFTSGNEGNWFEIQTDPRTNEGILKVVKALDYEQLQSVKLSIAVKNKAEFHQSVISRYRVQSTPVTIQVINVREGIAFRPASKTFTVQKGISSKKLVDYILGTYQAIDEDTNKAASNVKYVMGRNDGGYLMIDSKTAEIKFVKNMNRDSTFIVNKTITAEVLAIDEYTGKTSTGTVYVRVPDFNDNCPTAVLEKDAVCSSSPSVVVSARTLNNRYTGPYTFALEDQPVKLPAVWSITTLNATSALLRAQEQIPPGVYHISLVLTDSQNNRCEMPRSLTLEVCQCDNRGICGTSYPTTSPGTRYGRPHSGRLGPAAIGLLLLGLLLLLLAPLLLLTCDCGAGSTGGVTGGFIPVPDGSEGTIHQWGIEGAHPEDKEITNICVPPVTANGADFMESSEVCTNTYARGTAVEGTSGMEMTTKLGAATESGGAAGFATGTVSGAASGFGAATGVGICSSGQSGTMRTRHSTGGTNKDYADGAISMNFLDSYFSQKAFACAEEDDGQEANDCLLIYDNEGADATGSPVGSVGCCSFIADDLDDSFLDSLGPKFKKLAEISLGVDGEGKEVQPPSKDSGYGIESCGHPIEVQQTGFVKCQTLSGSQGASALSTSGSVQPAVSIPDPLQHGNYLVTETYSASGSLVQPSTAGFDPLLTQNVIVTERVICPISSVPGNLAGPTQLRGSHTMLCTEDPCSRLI
C-LANA FP = inhibitors of KSHV LANA C-terminal domain DNA binding; MBP-C-LANA/FAM-LBS DNA binding, fluorescence polarization; AID 504423; 340,000 compounds, 0.078% hits; inhibition, % at 9 µM;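 active means highest replicate inhibition at or above 60% at 9 µM, even if other replicates fall short; inactive means all replicates below 60% inhibition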;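 further: 0% = neutral control wells and 100% = 4 µM acridine orange control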
V-ATPase pH = alters yeast V-ATPase proton transport; S. cerevisiae, pHLuorin cytosolic pH fluorescence; response, % at 10 µM; 350,000 compounds, 0.37% hits; in the data active means response mostly above about 7.3%, no sharp cut-off; inactive means mostly below about 5.4%; further: actives read high; inactives centre near 0; some compounds called inactive have numbers as strong as hits; reference of the scale not given here
The depositor's hits bear a star; nt = no result given; & = joins results of further samples. These rows are one share of the data, so the mix of outcomes need not match the whole.

SMILES	NSD2 inh	RTF Ca sens inh	DAGLB inhibitor	Arrestin-AP2 inh	CAL PDZ FP-1	Keap1-Nrf2 PPI	CAL PDZ FP-2	Pemphigus Ab inh	C-LANA FP	V-ATPase pH
CCOC(=O)c1c(-c2ccc(C)o2)csc1NC(=O)CN1CCC(C(N)=O)CC1	2	-2	0	9	-6.1	-27	1	99	4.9	0
O=C(COc1ccccc1[N+](=O)[O-])N/N=C/C=C/c1ccco1	-1	12	4	9	nt	-7	-6	106	0.2	2
O=C(O)c1cc(=O)c2c(OCC(O)COc3cccc4oc(C(=O)O)cc(=O)c34)cccc2o1	nt	-12	3	0	3.1	8	3	111	1.1	0
COC(=O)c1cc2sccc2n1Cc1nc(-c2ccc(Cl)cc2)oc1C	-2	1	3	-10	nt	-6	-3	106	-0.9	3
C[C@H](NC(N)=O)C(=O)N1CCN(S(=O)(=O)c2ccc3ccccc3c2)CC1	2	-18	-1	22	-2.6	-1	-2	114	-0.3	-3
Cc1cc(C)n(-c2cc(=O)n(C)c(=O)n2C)n1	-5	7	0	0	-0.8	-4	-4	99	0.7	1
O=C(CS(=O)(=O)c1cn(Cc2ccc(F)cc2)c2ccccc12)N1CCOCC1	nt	-2	0	4	-1.0	-7	nt	106	0.1	1
COc1cc(/C=N/NC(=S)NC(C)C)ccc1OCC(=O)Nc1c(C)cc(C)cc1C	-1	3	5	10	-3.1	-3	-3	nt	0.0	18
O=C(CN1CC[n+]2c(-c3ccccc3)csc21)c1ccc(Br)cc1	9	nt	nt	-1	nt	nt	nt	106	nt	-1
O=C(Nc1cc(Cl)ccc1C(=O)O)c1ccc(CN2C(=O)c3ccccc3C2=O)cc1	0	3	5	-7	-1.4	-1	-8	112	-1.0	1
O=C(COC(=O)c1ncc(Cl)c(Cl)c1Cl)NC1CCCCCC1	1	-8	-4	-12	-1.4	-4	-1	96	0.2	1
Cc1ccc(C(C(=O)NC2CCCCC2)N(C(=O)c2csnn2)C2CCCC2)o1 (stereo not given)	-1	-1	-3	4	-1.6	6	-1	124	1.8	-1
CCOC(=O)c1[nH]c2ccc(C(=O)OC)cc2c1C(=O)OCC	nt	-6	-2	6	-2.1	-6	-3	107	1.9	1
COc1cc2c(cc1OC)CN(C(=O)c1ccccc1C(=O)O)CC2	-1	2	0	24	0.3	2	-2	nt	1.2	1
COC(=O)c1ccc(CN2C(=O)c3ccccc3C2=O)o1	-6	9	1	1	-0.1	2	-7	109	1.8	3
CCOC(=O)Cc1nn(Cc2nc(-c3ccc(C#N)cc3)cs2)c(=O)c2ccccc12	3	-1	-1	2	-1.2	-7	-3	104	-0.8	1
CS(=O)(=O)N(CC(=O)N1CCOCC1)c1cccc(Cl)c1Cl	-1	-10	0	14	-0.5	-1	0	101	-0.5	2
Cc1cc(C)n2nc(N)c(N=Nc3ccc4c(c3)OCO4)c2n1	1	-6	4	4	-0.2	-9	0	132	0.2	1
Nc1cccc(C(=O)NCCNC(=O)c2cccc(N)c2)c1	-2	-6	-2	5	1.2	-4	-3	96	-0.9	2
CCN(C(=O)COc1ccccc1[N+](=O)[O-])C1CCS(=O)(=O)C1 (stereo not given)	-1	-14	1	6	0.6	1	-3	107	2.5	2
C=CCn1c(SCC(=O)Nc2ccc(NC(C)=O)cc2)nc2sc(C)c(C)c2c1=O	-6	5	-2	32	-0.8	-3	-5	nt	1.3	-1
O=C(NN=CC=Cc1ccccc1)C(O)C(O)C(=O)NN=CC=Cc1ccccc1 (stereo not given)	0	1	-3	9	0.0	3	nt	91	1.4	2
CCSc1ccc(/C(N)=N/OC(=O)c2cccs2)cn1	nt	-6	-8	-3	-0.6	2	-9	103	1.0	4
CC(C)c1ccc(/C=C2\SC(N3CCCC3)=NC2=O)cc1	14	6	3	nt	-2.1	-4	0	nt	-1.7	-4
CN(C)c1ccc(C=C2C=CC=C2)cc1	16	0	10	0	-5.1	0	-3	93	-1.8	-2
COc1ccc(-c2cc(C(=O)NCc3ccccc3)no2)cc1OC	-1	-11	-1	-4	-2.3	-5	nt	99	-0.7	4
C=CCN1c2ccccc2Sc2cnccc21	-3	nt	-5	nt	nt	nt	nt	107	nt	4
COc1ccc2c(c1)Cc1sc(NC(C)=O)nc1-2	95*	0	0	-1	-0.5	1	nt	111	1.5	1
Cc1ccc(OCc2cc(C(=O)N(C)CCc3ccccn3)no2)cc1C	-2	-1	0	-5	-2.5	-3	-2	nt	0.8	-1
CCNC(=O)CN(c1ccc(C)cc1)S(=O)(=O)c1ccccc1	1	-9	-3	20	-1.7	-1	-1	95	-0.5	1
CCC(C)c1ccc(NC(=O)COC(=O)CCNS(=O)(=O)c2cccs2)cc1 (stereo not given)	0	-10	-5	-6	-6.4	-2	0	103	0.6	-2
CN1C(=O)C(O)(CC(=O)c2ccc3c(c2)OCO3)c2ccccc21 (stereo not given)	-3	-6	0	-4	-2.9	0	-7	120	-0.3	-1
CCn1c(SCC(=O)Nc2nccs2)nnc1-c1ccc(S(=O)(=O)N2CCCCCC2)cc1	1	6	-1	-4	-1.7	-2	14	nt	-0.8	-6
O=S1(=O)CCN(Cc2ccc(F)cc2)CC1	5	0	-2	1	-1.2	-4	nt	105	-1.4	1
CC(C)NC(=O)c1ccc(-c2ccccc2C(F)(F)F)o1	-1	-7	-3	-18	-1.7	4	-5	127	3.3	0
O=C(Cc1ccc(F)cc1)N/N=C/c1ccccn1	-12	-17	0	0	-1.5	-2	-1	86	-1.2	2
Cn1nccc1CNC(=O)c1ccnn1C	-2	-7	0	-3	-0.3	-2	-3	101	0.7	-1
COc1ccccc1OCC(=O)N(Cc1nc(-c2ccccc2)no1)C(C)C	-6	-6	-2	0	-1.8	-4	-2	111	-0.1	4
COc1cc(C(N)=O)cc(Br)c1OC	-1	-2	-2	-2	-0.7	1	2	102	-0.3	-8
COc1ccc(CCNC(=O)COC(=O)c2ccc[nH]c2=O)cc1	-1	-18	1	0	-0.9	-4	-4	99	-1.9	-3
CC(C)(C)C1COc2ccccc2N1C(=O)c1cccc(Cl)c1 (stereo not given)	-5	1	-5	-12	-1.6	-7	-3	95	1.7	-1
NC(=O)CC(NC(=O)Cc1ccc(Cl)cc1)c1ccc(N2CCN(c3ccccn3)CC2)c([N+](=O)[O-])c1 (stereo not given)	nt	-9	4	7	-1.2	-3	-6	105	1.5	-4
Cc1ccc2nc(-c3cccc(S(=O)(=O)N(C)C)c3)cn2c1	0	0	-3	-5	-1.5	6	1	111	0.5	-1
Cc1ccc(CN(C)C(=O)COc2ccc(S(=O)(=O)N3CCCC3)cc2[N+](=O)[O-])c(C)c1	-1	-6	-1	-4	-0.2	-2	nt	97	-1.9	-1
COc1ccc(C2c3ccc4ccccc4c3Oc3ncn4nc(Cc5ccccc5)nc4c32)cc1OC (stereo not given)	-2	9	2	-2	-1.3	-6	-9	nt	3.0	-2
CC(OC(=O)c1ccc(NS(=O)(=O)c2ccc3[nH]c(=O)[nH]c3c2)cc1)C(N)=O (stereo not given)	-6	-10	0	-5	-2.1	3	10	nt	0.1	1
CCOc1ccccc1NS(=O)(=O)c1ccc(Br)s1	-1	-19	-4	8	-2.5	3	-3	81	1.4	5
Cc1nnc(NC(=O)NC(C)N2C(=O)C3C4C=CC(C4)C3C2=O)s1 (stereo not given)	1&-5	2&-1	-4&2	6&-3	-0.3&-2.3	-4&-5	0&-6	122&109	1.3&-0.6	-3&1
CCCn1c(C)cc(/C=C(\C#N)C(=O)OCC(=O)Nc2cccc(OC)c2)c1C	-1	-2	-5	7	0.1	-7	-6	99	0.7	2
O=C(Nc1nc2ccccc2[nH]1)c1ccccc1F	nt	-10	-5	8	nt	1	-2	97	1.2	1
The listing continues:
SMILES	NSD2 inh	RTF Ca sens inh	DAGLB inhibitor	Arrestin-AP2 inh	CAL PDZ FP-1	Keap1-Nrf2 PPI	CAL PDZ FP-2	Pemphigus Ab inh	C-LANA FP	V-ATPase pH
FC(F)(F)c1ccc(/C=N/n2c(COc3ccccc3)n[nH]c2=S)cc1	7	-1	1	44	-0.9	-3	-2	109	0.2	-2
Cc1ccc(S(=O)(=O)NNC(=O)C(=O)NNc2ccccn2)cc1	1	-10	-1	4	1.0	-4	-5	108	1.4	0
O=C(COC(=O)c1ccc(Cl)nc1)c1ccc2c(c1)OCCO2	2	-14	-1	10	-3.0	-3	4	96	-2.1	0
Cc1ccc(C(=O)NNC(=O)c2ccc(-n3cncn3)c([N+](=O)[O-])c2)cc1	0	-15	0	1	-1.1	nt	4	99	nt	-1
Cc1noc(C)c1-c1nnc(-c2ccc(C(F)(F)F)cc2)o1	-2	-3	-4	12	0.4	0	-5	109	-0.5	11
O=C(CN1C(=O)c2ccccc2S1(=O)=O)NC1CCCCC1	-7	-6	-3	9	-0.3	-7	nt	115	0.5	8
COc1cc(OC)cc(-c2cc3nc(C)c(CCC(=O)NC(C)CCc4ccco4)c(C)n3n2)c1 (stereo not given)	-1	-11	1	12	-0.2	-5	-3	nt	-1.0	1
CC1CCN(C(=O)Cn2c(=O)n(Cc3ccco3)c(=O)c3sccc32)CC1	-3	-4	0	5	-2.9	-5	1	nt	-2.1	-5
CCOC(=O)c1cnn(-c2ccc(C(C)C)cc2)c1NC(=O)C1CCC1	-2	8	-1	99*	-0.4	-5	1	99	0.2	-1
COC(=O)C(C)NC(=S)N1CCN(c2c(F)cc3c(=O)c(C(=O)O)cn(C4CC4)c3c2OC)CC1C (stereo not given)	-2	-20	2	6	-0.7	2	-1	92	0.1	6
CSc1nsc(/C=C/Nc2ccc(Cl)cc2)c1C#N	-1	-7	-1	21	0.0	-8	1	99	-2.4	-2
O=C(Nc1cc(S(=O)(=O)N2CCCCC2)ccc1Oc1ccccc1)C1=COCCO1	7	4	-7	38	-0.8	0	nt	108	0.3	-4
CN(C)/N=C1\C(=O)N(CN2CCN(c3ccccc3)CC2)c2ccccc21	12	-5	-2	24	-0.8	2	26	113	1.9	2
O=C(CC1SC(N2CCCC2)=NC1=O)Nc1ccc(C(=O)NCc2ccc(F)cc2)cc1 (stereo not given)	1	-3	0	17	-0.9	-4	nt	104	0.3	-1
Cc1ccc(S(=O)(=O)N2CCOCC2)cc1NC(=O)CNCc1ccccn1	-61	-10	2	-8	-0.1	2	-7	88	-0.7	2

Three consecutive entries from above, for reference:
SMILES	NSD2 inh	RTF Ca sens inh	DAGLB inhibitor	Arrestin-AP2 inh	CAL PDZ FP-1	Keap1-Nrf2 PPI	CAL PDZ FP-2	Pemphigus Ab inh	C-LANA FP	V-ATPase pH
CN(C)/N=C1\C(=O)N(CN2CCN(c3ccccc3)CC2)c2ccccc21	12	-5	-2	24	-0.8	2	26	113	1.9	2
O=C(CC1SC(N2CCCC2)=NC1=O)Nc1ccc(C(=O)NCc2ccc(F)cc2)cc1 (stereo not given)	1	-3	0	17	-0.9	-4	nt	104	0.3	-1
Cc1ccc(S(=O)(=O)N2CCOCC2)cc1NC(=O)CNCc1ccccn1	-61	-10	2	-8	-0.1	2	-7	88	-0.7	2
